High-throughput results: PubChem, National Center for Advancing Translational Sciences (NCATS)
Casp7 inh – blocks human caspase-7 allosterically or competitively; P55210; recombinant caspase-7, Ac-DEVD-AFC fluorescence rate; Potency, µM (top dose mostly 57.5 µM), inactives show top-dose activity change, negative = inhibition, actives largely listed as inhibitors; actives 0.02% (n = 75,000); AID 889; active means well fitted inhibition curve with a large enough effect in the main read-out, with a control signal flat, not every such curve was filed as active; inconclusive means small, poorly fitted or top-dose-only effect, or a change in a side signal; further: potency means the concentration at half of the fitted maximal effect; % of control where 0% means no effect
Target sequence (P55210 24-198 limits assumed): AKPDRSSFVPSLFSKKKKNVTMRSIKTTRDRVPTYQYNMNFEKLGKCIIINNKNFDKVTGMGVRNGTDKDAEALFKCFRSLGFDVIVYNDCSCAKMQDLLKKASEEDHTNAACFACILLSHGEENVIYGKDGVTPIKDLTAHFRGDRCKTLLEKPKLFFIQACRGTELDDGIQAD
Target sequence (P55210 207-303 limits assumed): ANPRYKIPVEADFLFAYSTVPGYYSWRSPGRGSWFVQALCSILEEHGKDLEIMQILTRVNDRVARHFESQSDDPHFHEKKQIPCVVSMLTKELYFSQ
DNA Pol III inh – DNA polymerase III holoenzyme inhibition. reconstituted DNA polymerase III holoenzyme replication, biochemical. Potency, µM (series often up to 57.1 µM), inactives show at the top dose activity change, negative = inhibition. actives 0.25% (n = 71,000). AID 603; further: potency means the concentration at half of the fitted maximal effect; on the % scale 0 is the no-effect control and ±100 the full control effect
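Reconstituted *E. coli* holoenzyme (0.35 nM Pol III, 1 nM beta, 154 nM SSB, 2 nM primase) was preincubated with compound for 15 min at RT. Synthesis on 1.4 nM ssM13Gori ran 35 min, then was stopped with PicoGreen/EDTA and read as dsDNA fluorescence.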
Tau filament bind – binds recombinant human tau filaments. P10636. recombinant tau filaments, thioflavin S fluorescence, 15 h; filaments grown with octadecylsulfate alongside compound. actives 2% (n = 71,000). Potency, µM (top dose mostly 57.1 µM), for the others: top-dose activity change, negative = inhibition. AID 596;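 further: potency means the concentration at half of the fitted maximal effect; on the % scale 0 is the no-effect control and ±100 the full control effect; actives lower thioflavin S fluorescence by blocking filaments or displacing dye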
Target sequence (P10636 whole entry, looked up): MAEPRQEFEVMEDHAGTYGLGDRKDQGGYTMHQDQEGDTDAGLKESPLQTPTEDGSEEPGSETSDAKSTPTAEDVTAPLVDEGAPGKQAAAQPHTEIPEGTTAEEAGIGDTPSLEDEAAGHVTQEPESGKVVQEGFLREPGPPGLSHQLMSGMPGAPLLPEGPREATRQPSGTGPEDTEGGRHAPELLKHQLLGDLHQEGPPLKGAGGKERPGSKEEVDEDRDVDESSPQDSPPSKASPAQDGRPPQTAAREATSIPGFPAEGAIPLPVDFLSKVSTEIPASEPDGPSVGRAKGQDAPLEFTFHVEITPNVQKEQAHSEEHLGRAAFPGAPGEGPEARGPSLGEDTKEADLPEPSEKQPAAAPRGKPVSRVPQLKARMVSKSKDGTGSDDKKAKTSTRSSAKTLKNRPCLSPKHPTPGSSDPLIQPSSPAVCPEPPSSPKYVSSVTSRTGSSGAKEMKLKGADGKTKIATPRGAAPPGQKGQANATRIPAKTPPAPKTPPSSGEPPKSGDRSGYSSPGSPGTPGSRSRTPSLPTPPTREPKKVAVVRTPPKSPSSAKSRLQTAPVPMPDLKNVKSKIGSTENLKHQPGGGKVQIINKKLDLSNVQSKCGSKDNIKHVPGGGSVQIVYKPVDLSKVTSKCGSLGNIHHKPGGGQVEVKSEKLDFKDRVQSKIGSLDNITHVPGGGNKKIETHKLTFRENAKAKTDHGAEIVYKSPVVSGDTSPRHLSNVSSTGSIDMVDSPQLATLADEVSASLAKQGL
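Thioflavine S fluorescence (ex 450, em 510 nm) reports filaments formed from 1 uM human tau plus 30 uM ODS over 15 h at 37 C (10 mM HEPES pH 7.4, 100 mM NaCl, 5 mM DTT); compounds displacing dye or blocking filaments lower signal.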
Rhodamine fluor – rhodamine region autofluorescence; max dye-equivalent concentration, M; actives 0.05% (n = 59,000); Rhodamine-region fluorescence, 547/598 nm, Tris buffer; hits give high values; in the data active means max dye-equivalent concentration above about 11 nM; inconclusive means between about 1.1 nM and that limit
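A six-point rhodamine series on each plate calibrates the signal. Compounds sit in 100 mM Tris (pH 8.0) for 15 min at ambient temperature before imaging through 547 nm/598 nm filters.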
USP2a inh – inhibitors of human ubiquitin-specific protease USP2a; USP2a enzymatic assay, qHTS inhibition; Potency, µM (doses to about 38.3 µM), inactives show top-dose activity change, negative = inhibition, actives largely listed as inhibitors; O75604; actives 0.1% (n = 60,000); AID 927;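 further: potency means the concentration at half of the fitted maximal effect; nearly all actives have a fitted effect of over 60% in size; plate controls were DMSO for no effect and NEM full inhibition control for full effect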
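Inhibition is measured in a cell-free coupled assay with 20 nM USP2 core, 20 nM Ub-PLA2 and 20 uM NBD C6-HPC, 2.5 h incubation. Activity normalized to NEM control.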
Caspase-1 inhib – caspase-1 (human) inhibition, allosteric or competitive. Potency, µM (doses to about 57.5 µM), for inactives: top-dose activity change, negative = inhibition, actives largely listed as inhibitors. Caspase-1 enzyme, Ac-WEHD-AFC fluorogenic rate. actives 0.03% (n = 75,000);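 further: potency means the concentration at half of the fitted maximal effect; plate controls were vehicle for no effect and no substrate for full effect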
ALOX15 inhib – 15-hLO (ALOX15) enzyme inhibition | purified 15hLO-1, xylenol orange hydroperoxide absorbance | P16050 | AID 887 | Potency, µM (highest dose often 57.1 µM), without a hit: at the highest dose activity change, negative = inhibition, hits mostly inhibitors | actives 1.4% (n = 74,000); further: potency means the concentration at half of the fitted maximal effect; on the % scale 0 is the no-effect control and ±100 the full control effect; nearly all actives have a fitted effect of over 55% in size
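Hydroperoxide formed from arachidonic acid (50 uM) by purified human 15hLO-1 (40 nM) oxidizes ferrous iron, and the ferric-xylenol orange complex is read at 573 versus 405 nm. Compounds were preincubated 15 min; reaction ran 6 min at room temperature.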
BRCT PPI green – inhibitors of human BRCA1 BRCT-phosphoprotein interaction (green fluorophore); P38398; BRCA1 BRCT-phosphopeptide binding, green fluorescence polarization; Potency, µM (top dose mostly 76.9 µM), for the others: at the highest dose activity change, negative = inhibition, usual class: inhibitors; actives 0.05% (n = 75,000);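 further: potency means the concentration at half of the fitted maximal effect; plate controls were peptide without protein for full effect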
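Compounds were incubated for 12 min at room temperature with a complex of 100 nM fluorescein-tagged pBACH1 decapeptide and 250 nM His-tagged BRCT protein. Buffer was phosphate pH 7.3 with EDTA, DTT and Tween 20. Disruption of binding lowers the polarization signal.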
BRCT PPI red – BRCT-phosphoprotein interaction inhibition (red fluorophore); Potency, µM (titrated, usually from 76.9 µM), inactives show at the top dose activity change, negative = inhibition, actives largely listed as inhibitors; BRCT-phosphopeptide binding, red fluorescence polarization; actives 0.03% (n = 75,000); further: on the % scale 0 is the no-effect control and ±100 the full control effect
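Rhodamine-labelled pBACH1 10-mer (100 nM) bound to BRCT domain (100 nM) at pH 7.3; compounds incubated 12 min room temperature, polarization read. Free peptide defines full inhibition; unlabelled decapeptide titrated as control.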
HADH2 inh – HADH2 (human) dehydrogenase inhibition; Q99714; recombinant HADH2, NADH fluorescence, beta-hydroxybutyryl-CoA; Potency, µM (doses to about 57.1 µM), inactives show at the top dose activity change, negative = inhibition, actives largely listed as inhibitors; actives 3.4% (n = 73,000); AID 886; further: potency means the concentration at half of the fitted maximal effect; on the % scale 0 is the no-effect control and ±100 the full control effect; nearly all actives have a fitted effect of over 60% in size; many of its hits are not listed in these tables
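Read-out: 360 nm excitation, 450 nm emission, kinetic over 4 min. Conditions: His-tagged human HADH2 20 nM, pH 9.0 Tris with Tween-20, 1 mM NAD+, 90 uM beta-hydroxybutyryl-CoA.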
HEK293 cAMP cs – counter-screen for TSHR agonists: cAMP increase in parental HEK293. AID 938. parental HEK293 CNG cAMP sensor, membrane potential fluorescence. Potency, µM (top dose mostly 57.1 µM), for the others: at the highest dose activation, hits mostly activators. actives 2.5% (n = 73,000); further: potency means the concentration at half of the fitted maximal effect; % of control where 0% means no effect; nearly all actives have a fitted effect of over 55% in size
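Parental HEK 293 cells stably expressing a modified CNG channel (no TSHR) report cAMP rise as membrane depolarization. Membrane potential dye with 100 uM RO 20-1724 was loaded for 60 min at room temperature, then compound added for 30 min; fluorescence read at 590 nm.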
* hit, by the source's call; [ ] = dose if it differs, or a comment. Unless noted, the call rests on the fitted dose curve; in most records, active means well fitted curve in the direction sought with a large enough effect; inconclusive means small, poorly fitted or top-dose-only effect, or another doubt; inactive means no such curve, though single readings can be large; an effect the other way counts as inactive or inconclusive.

For Cc1nn(C)cc1CN(C)C(=O)c1sc2cccc(Cl)c2c1Cl the results were Casp7 inh -3.8%, DNA Pol III inh -6.2%, Tau filament bind -4.5%, USP2a inh 57.0%[activator], Caspase-1 inhib -1.8%, ALOX15 inhib -27.7%, BRCT PPI green 0.4%, BRCT PPI red -1.6%, HADH2 inh -13.7% and HEK293 cAMP cs inconclusive.
`Cc1cccc2nc(CSCc3ccco3)cn12` gave Casp7 inh -1.9%, DNA Pol III inh 3.1%, Tau filament bind 7.9%, Rhodamine fluor inactive, USP2a inh 5.0%, Caspase-1 inhib -8.2%, ALOX15 inhib 6.9%, BRCT PPI green 0.7%, BRCT PPI red -1.8%, HADH2 inh -15.5% and HEK293 cAMP cs 4.0%.
`Cc1noc(C)c1S(=O)(=O)N1CCC(C(=O)Nc2ccc(OC(F)(F)F)cc2)CC1` gave Casp7 inh -0.7%, DNA Pol III inh -9.1%, Tau filament bind 0.7%, Rhodamine fluor inactive, USP2a inh 6.7%, Caspase-1 inhib -0.7%, ALOX15 inhib -8.1%, BRCT PPI green 0.4%, BRCT PPI red 0.7%, HADH2 inh 5.5% and HEK293 cAMP cs 10.7%.
Screening C=CCNc1nc2c(c(=O)n(C)c(=O)n2C)n1Cc1ccc(F)cc1 returned Casp7 inh 2.7%, DNA Pol III inh -2.9%, Tau filament bind -1.5%, Caspase-1 inhib -1.1%, ALOX15 inhib -2.7%, BRCT PPI green -2.0%, BRCT PPI red 1.0%, HADH2 inh -8.7% and HEK293 cAMP cs 25.1µM*.
`O=S(=O)(N1CCOCC1)n1nnc2ccccc21` gave Casp7 inh 0.9%, DNA Pol III inh -5.4%, Tau filament bind -5.5%, Rhodamine fluor inactive, USP2a inh -1.8%, Caspase-1 inhib 1.1%, ALOX15 inhib 6.5%, BRCT PPI green 0.1%, BRCT PPI red 0.1%, HADH2 inh -3.5% and HEK293 cAMP cs -0.9%.
`COc1ccc(Cl)cc1N=Nc1ncc[nH]1` gave Casp7 inh -2.9%, DNA Pol III inh -14.1%, Tau filament bind 39.8µM*, Caspase-1 inhib 0.0%, ALOX15 inhib -15.4%[25.6 µM], BRCT PPI green -2.4%, BRCT PPI red 0.2%, HADH2 inh -10.0% and HEK293 cAMP cs -7.6%.
`Cc1nnc(SCC(=O)NCc2cccs2)[nH]c1=O` gave Casp7 inh 0.4%, DNA Pol III inh -2.7%, Tau filament bind -18.2%, Rhodamine fluor inactive, USP2a inh -7.4%, Caspase-1 inhib -0.5%, ALOX15 inhib -9.0%, BRCT PPI green -2.8%, BRCT PPI red 0.8%, HADH2 inh -21.3% and HEK293 cAMP cs -2.2%.
Cc1nc(Nc2ccccc2)[nH]c(=O)c1CCC(C)C was read as Casp7 inh -1.3%, DNA Pol III inh -3.2%, Tau filament bind -4.0%, Rhodamine fluor inactive, USP2a inh 5.1%, Caspase-1 inhib 1.7%, ALOX15 inhib inconclusive, BRCT PPI green 0.1%, BRCT PPI red -1.4%, HADH2 inh 3.2% and HEK293 cAMP cs 4.4%.
Screening COc1ccc(N(CC(=O)Nc2ccccc2SC)S(C)(=O)=O)cc1OC returned Casp7 inh -0.7%, DNA Pol III inh 1.5%, Tau filament bind 4.7%, Rhodamine fluor inactive, USP2a inh 5.6%, Caspase-1 inhib -0.7%, ALOX15 inhib 8.2%, BRCT PPI green 0.9%, BRCT PPI red 0.3%, HADH2 inh 11.7% and HEK293 cAMP cs 9.0%.
Cc1cc(-n2c(SCCC#N)nnc2-c2cccnc2)ccc1Cl was read as Casp7 inh -0.4%, DNA Pol III inh -9.2%, Tau filament bind -5.4%, Rhodamine fluor inactive, USP2a inh 7.9%, Caspase-1 inhib -0.5%, ALOX15 inhib 0.1%, BRCT PPI green 1.0%, BRCT PPI red 0.7%, HADH2 inh 8.2% and HEK293 cAMP cs 8.8%.
For CCC/C=C(\CCC)C(NS(C)(=O)=O)c1ccccc1 (stereo not drawn) the results were Casp7 inh -0.3%, DNA Pol III inh -6.8%, Tau filament bind -11.2%, Caspase-1 inhib -0.4%, BRCT PPI green -0.9%, BRCT PPI red 1.3%, HADH2 inh 5.1% and HEK293 cAMP cs 18.9%.
COc1ccccc1C1C(C#N)=C(N)Oc2cc(C)n(CCCn3ccnc3)c(=O)c21 (stereo not drawn) was read as Casp7 inh -4.0%, DNA Pol III inh -1.5%, Tau filament bind 22.8%, Rhodamine fluor inactive, USP2a inh 4.8%, Caspase-1 inhib -5.1%, ALOX15 inhib -7.8%, BRCT PPI green -0.9%, BRCT PPI red -0.5%, HADH2 inh -14.6% and HEK293 cAMP cs -4.2%.
`COc1cccc(-c2cc(C(=O)Nc3cnn(Cc4ccc(F)cc4)c3)no2)c1` gave Casp7 inh 1.6%, DNA Pol III inh 0.4%, Tau filament bind 36.7%, Rhodamine fluor inactive, USP2a inh -0.4%, Caspase-1 inhib -1.3%, ALOX15 inhib -4.9%, BRCT PPI green -1.1%, BRCT PPI red -0.8%, HADH2 inh -3.3% and HEK293 cAMP cs 4.6%.
For C=CCNC(=O)c1ccc(C(=O)c2ccccc2)cc1 the results were Casp7 inh -0.7%, DNA Pol III inh -1.3%, Tau filament bind -9.2%, Rhodamine fluor inactive, USP2a inh 0.7%, Caspase-1 inhib 0.3%, ALOX15 inhib 7.2%, BRCT PPI green -0.7%, BRCT PPI red -0.4%, HADH2 inh 2.8% and HEK293 cAMP cs 9.5%.
Cc1ccc(C)c(N2CCN(C(=O)CCc3nc4ccccc4[nH]3)CC2)c1 was read as Casp7 inh -1.5%, DNA Pol III inh -7.4%, Tau filament bind -4.5%, Caspase-1 inhib 4.6%, ALOX15 inhib -2.9%, BRCT PPI green -0.4%, BRCT PPI red 0.5%, HADH2 inh 1.4% and HEK293 cAMP cs 1.9%.
COC(=O)c1cc(=O)nc2scc(C)n12 was read as Casp7 inh -0.2%, DNA Pol III inh -8.8%, Tau filament bind -6.7%, Caspase-1 inhib -1.5%, ALOX15 inhib 1.0%, BRCT PPI green -1.2%, BRCT PPI red 0.9%, HADH2 inh -0.4% and HEK293 cAMP cs -0.2%.
`CCOc1ccc2nc(N3CCCCCC3)sc2c1` gave Casp7 inh 0.4%, DNA Pol III inh 1.9%, Tau filament bind 6.6%, Rhodamine fluor inactive, USP2a inh 3.0%, Caspase-1 inhib -3.3%, ALOX15 inhib 0.7%, BRCT PPI green -1.3%, BRCT PPI red 0.6%, HADH2 inh -0.1% and HEK293 cAMP cs -16.6%.
Screening COc1cc2c(cc1OC)CN(C(=O)CSc1nc3[nH]ncc3c(=O)n1-c1ccccc1)CC2 returned Casp7 inh inconclusive, DNA Pol III inh 0.8%, Tau filament bind 11.4%, Caspase-1 inhib 1.3%, ALOX15 inhib 4.1%, BRCT PPI green 2.0%, BRCT PPI red -0.5%, HADH2 inh -1.2% and HEK293 cAMP cs 3.0%.
Screening Cc1ccc(-c2nnn(CC(=O)N(c3ccc(F)cc3)C(C(=O)NC3CCCC3)c3ccco3)n2)o1 (stereo not drawn) returned Casp7 inh 3.2%, DNA Pol III inh -4.2%, Tau filament bind -12.9%, Rhodamine fluor inactive, USP2a inh 5.0%, Caspase-1 inhib -0.6%, ALOX15 inhib -2.6%, BRCT PPI green -1.1%, BRCT PPI red -0.5%, HADH2 inh -6.0% and HEK293 cAMP cs 21.8%.
`COc1ccc(Cn2nnnc2C(c2ccc(F)cc2)N2CCN(C3CCCC3)CC2)cc1` (stereo not drawn) gave Casp7 inh -0.2%, DNA Pol III inh 3.3%, Tau filament bind 6.2%, Rhodamine fluor inactive, USP2a inh 16.3%, Caspase-1 inhib 1.5%, ALOX15 inhib 8.6%, BRCT PPI green -2.9%, BRCT PPI red 0.3%, HADH2 inh 6.1% and HEK293 cAMP cs inconclusive.
For O=C(NCc1ccc2c(c1)OCO2)c1ccc(CS(=O)(=O)c2ccc(Br)cc2)o1 the results were Casp7 inh -1.7%, DNA Pol III inh -1.4%, Tau filament bind 3.5%, Caspase-1 inhib -3.1%, ALOX15 inhib 5.9%, BRCT PPI green -1.0%, BRCT PPI red -1.4%, HADH2 inh 4.7% and HEK293 cAMP cs 13.9%.
`Cc1cc2c(=O)n(C)c(SCC(=O)c3cc4ccccc4o3)nc2s1` gave Casp7 inh -1.4%, DNA Pol III inh -2.5%, Tau filament bind -9.6%, Rhodamine fluor inactive, USP2a inh 52.7%[activator], Caspase-1 inhib -2.2%, ALOX15 inhib -14.5%, BRCT PPI green 5.7%, BRCT PPI red 1.9%, HADH2 inh 2.2% and HEK293 cAMP cs inconclusive.

Only part of the results is shown (hit frequency here may not be typical).
